Bim-Bcl-2: human Bim-Bcl-2 interaction inhibition. AID 950. Bead-based flow cytometry, Bim peptide-Bcl-2 binding. 190,000 compounds, 0.06% hits. P10415. inhibition, % at 10 µM; in the data active = inhibition above about 40%; inconclusive = no clear call, values can overlap the other calls;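 note: 0% = no compound wells with probe peptide and 100% = reference peptide inhibitor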
Target sequence (P10415 whole entry, looked up): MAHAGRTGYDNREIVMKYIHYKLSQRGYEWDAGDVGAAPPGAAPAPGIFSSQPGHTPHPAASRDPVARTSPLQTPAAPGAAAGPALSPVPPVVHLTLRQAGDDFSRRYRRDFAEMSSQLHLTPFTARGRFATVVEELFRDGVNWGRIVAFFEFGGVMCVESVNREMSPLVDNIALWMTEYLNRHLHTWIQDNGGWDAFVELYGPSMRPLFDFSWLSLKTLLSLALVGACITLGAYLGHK
Rab7 wt GTP bind: dog Rab7 wildtype GTP binding, inhibitors and activators; GST-Rab7 beads, fluorescent GTP binding, flow cytometry; actives lie on both sides; untreated = 100%, excess cold GTP = 0%; GTP binding activity (percent of control), % at 10 µM; 190,000 compounds, 0.055% hits; AID 758;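 active = fluorescent GTP binding to Rab7 beads changed by at least 20 points from the 100% baseline, either direction, mostly lower; inconclusive = compound itself probably fluorescent, or too few beads counted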;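 note: median green fluorescence of bound Bodipy-FL-GTP per Rab7 bead population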
Bim-Bcl-W: disrupts Bim peptide binding to human Bcl-W. Q92843. bead-based flow cytometry. inhibition, % at 10 µM. 190,000 compounds, 0.02% hits. AID 952;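 note: 0% = bound tracer without compound and 100% = peptide blocker; higher means less fluorescent Bim peptide bound to Bcl-W beads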
Target sequence (Q92843 whole entry, looked up): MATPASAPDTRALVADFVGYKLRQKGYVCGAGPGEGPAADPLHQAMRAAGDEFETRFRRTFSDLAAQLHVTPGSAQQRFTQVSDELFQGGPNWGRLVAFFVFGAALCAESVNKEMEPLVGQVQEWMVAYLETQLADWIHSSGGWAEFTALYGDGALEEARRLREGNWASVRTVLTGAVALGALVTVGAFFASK
Bim-Bcl-B: human Bim-Bcl-B interaction inhibition; Q9HD36; bead-based flow cytometry, Bim peptide-Bcl-B binding; inhibition, % at 10 µM; 190,000 compounds, 0.073% hits; AID 951;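 note: 0% = tracer peptide without compound and 100% = reference inhibitor peptide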
Target sequence (Q9HD36 whole entry, looked up): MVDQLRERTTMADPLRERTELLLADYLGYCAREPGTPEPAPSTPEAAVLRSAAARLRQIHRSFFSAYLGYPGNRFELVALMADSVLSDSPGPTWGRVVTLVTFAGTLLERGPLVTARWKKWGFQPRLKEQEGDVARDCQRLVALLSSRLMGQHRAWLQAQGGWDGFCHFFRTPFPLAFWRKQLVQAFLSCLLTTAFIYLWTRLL
HRas wt GTP: changes GTP binding to wildtype human HRas. GST-Ras wt beads, Bodipy-FL-GTP binding, flow cytometry; actives lie on both sides. 190,000 compounds, 0.14% hits. GTP binding activity, % at 10 µM. AID 759;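 active = GTP binding activity at least 20% away from the 100% baseline, either lowered as inhibitor or raised as activator; inconclusive = flagged as likely green fluorescent, judged across all proteins in the well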;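 note: 0% = unlabeled GTP competition control and 100% = no-compound control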
Cdc42 wt: human Cdc42 wildtype GTP binding change, either direction. P60953. GST-Cdc42 beads, Bodipy-GTP binding, flow cytometry; actives lie on both sides. percent activity (GTP binding), % at 10 µM. 190,000 compounds, 0.2% hits;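 active = percent activity GTP binding at least 20 points away from the 100% baseline, either down as inhibitor or up as activator; inconclusive = compound flagged as likely green fluorescent from well-wide comparison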;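 note: median bead fluorescence of bound Bodipy-FL-GTP at 100 nM; 0% = excess unlabeled GTP control and 100% = no compound control; below 100% means less GTP binding so inhibitor and above means activator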
Rac1 mut GTP: modulators of GTP binding to human Rac1 activated mutant; GST-Rac1 activated beads, fluorescent GTP binding, flow cytometry; actives lie on both sides; 100% means binding = to untreated wells; 190,000 compounds, 0.11% hits; AID 764; P63000; percent activity (GTP binding), % at 10 µM;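 active = GTP binding at least 20 percentage points away from the 100% baseline, in either direction, so actives lie on both sides; inconclusive = Compound likely fluorescent itself, or too few beads counted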
Rac1 wt GTP bind: modulators of human Rac1 wildtype GTP binding. P63000. GST-Rac1 beads, fluorescent GTP binding, flow cytometry; actives lie on both sides; 0 = cold GTP competed, 100 = untreated. GTP binding activity (% of control), % at 10 µM. 190,000 compounds, 0.27% hits;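 active = GTP binding activity at least 20 points away from the 100% control level, either lower or higher; inconclusive = compound flagged as likely green fluorescent, judged across all proteins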
Rab2A wt mod: changes GTP binding to wildtype dog Rab2A, up or down | P61105 | GST-Rab2 wt beads, Bodipy-GTP binding, flow cytometry | GTP binding activity, % at 10 µM | 190,000 compounds, 0.19% hits | AID 760;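 active = GTP binding activity at least 20 points away from 100%, either lowered or raised; inconclusive = signal likely due to the compound's own green fluorescence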;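 note: 0% = beads with excess unlabeled GTP and 100% = no-compound control corrected for plate trend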
Bcl-XL Bim block: human Bim-Bcl-XL interaction inhibition. Bim peptide-Bcl-XL binding, bead flow cytometry, fluorescence. 190,000 compounds, 0.04% hits. inhibition, % at 10 µM. AID 1007. Q07817
Target sequence (Q07817 whole entry, looked up): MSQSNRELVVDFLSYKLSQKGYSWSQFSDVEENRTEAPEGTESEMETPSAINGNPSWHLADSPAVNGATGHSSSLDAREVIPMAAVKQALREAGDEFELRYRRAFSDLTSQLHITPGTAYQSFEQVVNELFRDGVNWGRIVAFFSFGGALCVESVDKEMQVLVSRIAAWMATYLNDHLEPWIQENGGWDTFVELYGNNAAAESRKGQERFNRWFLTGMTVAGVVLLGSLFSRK
Bim-Bfl-1: inhibitors of Bim-Bfl-1 interaction, human. Bead-based flow cytometry, Bim-Bfl-1 binding inhibition. Q16548. 190,000 compounds, 0.12% hits. AID 1008. inhibition, % at 10 µM;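 note: 0% = wells without compound plus tracer and 100% = blocker peptide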
Starred values were filed as active, the others as inactive; ? = inconclusive. Cut-off read from the data, not from the text of the source, unless noted: active = inhibition above about 40%.

| Bim-Bcl-2 | Rab7 wt GTP bind | Bim-Bcl-W | Bim-Bcl-B | HRas wt GTP | Cdc42 wt | Rac1 mut GTP | Rac1 wt GTP bind | Rab2A wt mod | Bcl-XL Bim block | Bim-Bfl-1 | Molecule |
| --- | --- | --- | --- | --- | --- | --- | --- | --- | --- | --- | --- |
| -2 | 99 | -1 | -1 | 101 | 104 | 98 | 102 | 103 | -1 | -2 | Cc1ccc2c(c1)C1(C(=O)N2C)N2CC3(C)CN1CC(C)(C2)C3=O (stereo not given) |
| 0 | 97 | -7 | -6 | 103 | 100 | 103 | 106 | 103 | -10 | 0 | Cc1nn(Cc2c(Cl)cccc2Cl)c(C)c1NC(=O)Cn1nc([N+](=O)[O-])c(Cl)c1C |
| 1 | 100 | 2 | -2 | 102 | 102 | 100 | 104 | 99 | -4 | -2 | COCCN1CCn2c(nc3cc(NC(=O)c4cccs4)ccc32)C1 |
| -5 | 98 | -2 | -6 | 99 | 101 | 99 | 104 | 101 | 0 | -8 | O=C(NC1CC1)c1ccc(CSCc2cccc(F)c2)o1 |
| -1 | 99 | 1 | 0 | 107 | 107 | 103 | 102 | 105 | -2 | -2 | CCC(CC)C(=O)Nc1cccc(/C(C)=N\NC(=O)c2ccc(C)s2)c1 |
| 6 | 107 | 4 | -9 | 102 | 102 | 98 | 101 | 100 | 5 | 6 | COc1ccc(/C(O)=C/c2nc3ccccc3n(-c3ccccc3)c2=O)cc1 |
| -3 | 98 | 0 | -6 | 97 | 96 | 97 | 99 | 96 | -2 | -5 | CSc1nc2ccsc2c(=O)n1-c1ccccn1 |
| -7 | 101 | -1 | -6 | 106 | 105 | 102 | 111 | 102 | -2 | -13 | COc1cc(C(=O)Nc2ccc3c(c2)OCCO3)ccc1OC(F)F |
| 0 | 100 | -1 | 0 | 101 | 99 | 98 | 98 | 101 | -1 | 1 | O=C(O)CCc1ccc(-c2ccc(Cl)cc2)n1CC(=O)O |
| -3 | 99 | -2 | -2 | 92 | 87 | 85 | 89 | 90 | -4 | -4 | CCOc1ccc(NC(=S)NCCCc2ccccc2)cc1 |
| -6 | 98 | 0 | -7 | 100 | 97 | 96 | 95 | 97 | -2 | -12 | COc1ccc(S(=O)(=O)N2CCCC2)c(C)c1C |
| -5 | 105 | 0 | 2 | 101 | 100 | 97 | 100 | 100 | 0 | -4 | Cc1cc(C)n(-c2ccc(C(=O)C(C#N)c3nc4ccccc4n3C)cc2)n1 (stereo not given) |
| 0 | 99 | -1 | -4 | 101 | 98 | 96 | 100 | 101 | -3 | -2 | CC1=CC(c2ccc(Cl)cc2)n2nc(N3C(=O)CCC3=O)nc2N1 (stereo not given) |
| -10 | 100 | -1 | -8 | 99 | 98 | 99 | 102 | 100 | 4 | -14 | COc1nc(NCC(C)C)nc(Oc2ccc(OCc3ccccc3)nn2)n1 |
| -2 | 101 | -1 | -2 | 103 | 105 | 102 | 105 | 103 | -6 | -4 | CC(C)C(=O)c1cc2c(cc1NC(=O)c1cccs1)OCCO2 |
| -6 | 100 | 0 | -2 | 99 | 99 | 99 | 102 | 100 | -2 | -3 | O=C(NCC1CCCO1)c1ccc2c(c1)N(Cc1ccccc1)C(=O)CS2=O (stereo not given) |
| -8 | 97 | 0 | -9 | 100 | 102 | 99 | 106 | 101 | -5 | -11 | CCCCN(C)CCNS(=O)(=O)c1ccc2c(c1)n(C)c(=O)c(=O)n2C |
| 1 | 102 | -1 | 0 | 105 | 105 | 101 | 101 | 106 | 0 | 0 | CC1CSc2nc3sc4c(c3c(=O)n21)CCCC4 (stereo not given) |
| 2 | 94 | 0 | 1 | 96 | 100 | 95 | 98 | 98 | -2 | -3 | O=C(COC(=O)c1ccc(NS(=O)(=O)c2ccc3c(c2)OCCO3)cc1)NC1CCS(=O)(=O)C1 (stereo not given) |
| -12 | 101 | -2 | -10 | 101 | 102 | 100 | 105 | 100 | -7 | -17 | CC(=O)c1ccc(CCCC(=O)O)cc1 |
| -5 | 105 | -3 | -10 | 102 | 99 | 100 | 100 | 101 | -9 | -2 | CCc1ccc(NC(=S)NC2CCN(Cc3ccccc3)CC2)cc1 |
| -4 | 106 | 0 | -4 | 99 | 93 | 94 | 95 | 97 | -2 | -5 | Cc1cc(C(F)(F)F)nn1CC(=O)NCc1cccs1 |
| -3 | 95 | -1 | -4 | 98 | 98 | 97 | 97 | 96 | -4 | -4 | Nc1nc2c(Cl)ccc(Cl)c2s1 |
| -2 | 102 | 1 | -5 | 101 | 101 | 98 | 102 | 102 | -1 | -5 | COc1ccccc1-n1c(SCC(N)=O)nc2c(c1=O)SCC2 |
| 0 | 88 | 0 | 0 | 91 | 97 | 97 | 96 | 95 | -4 | 0 | CC1(C)CC(=O)C=C(Nc2ccc(F)cc2F)C1 |
| 0 | 104 | 1 | -11 | 99 | 102 | 98 | 103 | 102 | 0 | 1 | CC1CCN(C(=S)NC(=O)c2cccs2)CC1 |
| 4 | 97 | -2 | -5 | 98 | 97 | 97 | 101 | 99 | -5 | -1 | CN(C(=O)c1cc2n(n1)C(C(F)(F)F)CC(c1ccco1)N2)c1ccccc1 (stereo not given) |
| -3 | 99 | -1 | -2 | 99 | 99 | 99 | 98 | 100 | -4 | -12 | Cc1ccc(C(=O)N/C(=C/c2cccs2)C(=O)NCCc2c[nH]c3ccccc23)cc1 |
| -7 | 100 | -4 | -10 | 102 | 101 | 99 | 104 | 100 | -6 | -12 | Cc1ccc(N2CN(Cc3cccnc3)CNC2=S)cc1 |
| -1 | ? | 4 | -11 | ? | ? | ? | ? | ? | -6 | 14 | CN(C)CCN(C(=O)c1ccc(N2C(=O)CCC2=O)cc1)c1nc2cc3c(cc2s1)OCO3 |
| -6 | 104 | 0 | -17 | 103 | 107 | 103 | 104 | 104 | -2 | -9 | CN(C)c1ccc(/C=C2\NC(=S)N(Cc3ccccc3)C2=O)cc1 |
| -6 | 96 | 0 | -7 | 100 | 100 | 97 | 105 | 98 | -3 | -15 | CC1=CC(C)(C)N(C(=O)c2ccc(F)cc2)c2cc3c(cc21)OCO3 |
| 1 | 102 | -1 | -2 | 104 | 105 | 101 | 102 | 103 | 0 | 0 | CCn1c(SCC(=O)Nc2nccs2)nnc1-c1cc2cccc(OC)c2o1 |
| 0 | 99 | -5 | -6 | 105 | 105 | 101 | 106 | 105 | -5 | -2 | Cn1cc(C(=O)N2CCN(c3ccccn3)CC2)c(=O)c2cc(S(=O)(=O)N3CCOCC3)ccc21 |
| 4 | 96 | -2 | -3 | 98 | 97 | 97 | 98 | 98 | -4 | -3 | COCCCNC(=O)c1cc2cc(Br)ccc2oc1=O |
| -3 | 101 | 0 | -2 | 99 | 100 | 96 | 101 | 99 | -3 | -1 | CC(C)CN1C(=O)c2ccc(NC(=O)c3cccs3)cc2C1=O |
| -2 | 99 | 3 | -4 | 100 | 99 | 100 | 101 | 101 | -2 | 0 | COCCNC(=O)c1cc(-c2cccc(OC)c2)on1 |
| -10 | 97 | -2 | -33 | 98 | 99 | 95 | 97 | 95 | 12 | 0 | C=CCn1c(N)c(C(=O)NCCC2=CCCCC2)sc1=S |
| -2 | 98 | 0 | 0 | 97 | 97 | 98 | 98 | 99 | -2 | 0 | O=C(Nc1ccccc1C(=O)N1CCOCC1)c1cccc(S(=O)(=O)N2CCCC2)c1 |
| -1 | 94 | -6 | -9 | 98 | 99 | 98 | 100 | 100 | -5 | -6 | CC(=O)N1C(=O)CC(C)N(C(C)=O)c2ccc([N+](=O)[O-])cc21 (stereo not given) |
| 9 | 96 | -1 | 8 | 95 | 92 | 95 | 93 | 94 | 0 | 4 | CCCNS(=O)(=O)c1ccc(CCC(=O)NCc2ccco2)cc1 |
| -12 | 102 | -1 | -10 | 98 | 97 | 96 | 100 | 97 | -2 | -13 | COC(=O)CSc1nc2nc(C)c(Br)cc2[nH]1 |
| -6 | 99 | -1 | -4 | 97 | 97 | 100 | 100 | 99 | 1 | -4 | O=C(CN1C(=O)C2C3C=CC(C3)C2C1=O)Nc1nc(SCc2ccc(Cl)cc2)n[nH]1 (stereo not given) |
| -11 | 95 | -1 | -12 | 97 | 97 | 95 | 96 | 95 | -2 | -11 | COC1Cc2ccccc2N(C(=O)N2CCN(CCO)CC2)c2ccccc21 (stereo not given) |
| -11 | 99 | 0 | -8 | 102 | 104 | 98 | 108 | 102 | -7 | -18 | COc1ccc(-c2ccnc(SCC(=O)N3CCOCC3)n2)cc1 |
| -3 | 97 | 0 | -3 | 94 | 95 | 96 | 97 | 93 | 0 | -6 | O=C(NCCc1c[nH]c2ccccc12)c1cnccn1 |
| -2 | 100 | -3 | -1 | 104 | 106 | 101 | 105 | 107 | 1 | -2 | Cc1nc(CCNC(=O)c2ccccc2)cs1 |
| -10 | 99 | 1 | -5 | 97 | 100 | 99 | 100 | 96 | -6 | -15 | Cc1c(Cl)c([N+](=O)[O-])nn1CC(=O)NCc1ccco1 |
| -1 | 94 | 0 | -1 | 94 | 96 | 94 | 94 | 96 | 0 | -3 | COc1ccc(NCC(=O)N/N=C2\CCc3ccccc32)cc1 |
| -1 | 96 | 0 | -1 | 97 | 97 | 94 | 98 | 95 | -1 | -2 | CCCC(=O)OCC(=O)c1[nH]c(C)c(C(C)=O)c1C |
| 0 | 97 | -1 | -3 | 98 | 98 | 98 | 101 | 99 | 0 | 2 | CC(=O)c1c(N2CCN(C(=O)C3CCCO3)CC2)nc(=S)n(-c2ccccc2)c1C (stereo not given) |
| -12 | ? | -3 | -1 | ? | ? | ? | ? | ? | -2 | 0 | O=C(CN1CCN(c2ccccn2)CC1)Nc1ccc(OCc2ccccc2)cc1 |
| 0 | ? | -4 | -7 | ? | ? | ? | ? | ? | -6 | -1 | Cc1cccc(Nc2nc3c(S(=O)(=O)c4ccccc4)nnn3c3ccccc23)c1 |
| 0 | 104 | -5 | -23 | 101 | 101 | 97 | 100 | 100 | -3 | 3 | COCCn1c(C)cc(C(=O)CSc2nc(C)c(C)c(C)n2)c1C |
| -1 | 101 | -3 | -5 | 104 | 103 | 102 | 105 | 104 | -8 | -12 | CCc1ccc(/C=N/NC(=O)c2cc(-c3ccncc3)nc3ccccc23)s1 |
| -8 | 95 | 1 | -3 | 99 | 103 | 101 | 103 | 103 | -2 | -10 | O=C(CN(C(=O)c1ccc2c(c1)OCCO2)c1ccccc1)NCC1CCCO1 (stereo not given) |
| -5 | 98 | -15 | -10 | 101 | 98 | 100 | 104 | 98 | -15 | -5 | CCn1cc(/C=N\NC(=O)c2ccccc2Cl)cn1 |
| -5 | 104 | -2 | -1 | 98 | 97 | 96 | 100 | 101 | -3 | -7 | CCC1(C)SC(N)=NN1C(C)=O (stereo not given) |
| -3 | 101 | -3 | -2 | 103 | 105 | 102 | 106 | 101 | -7 | -9 | Cc1ccc(S(=O)(=O)N2CCCC2)cc1C(=O)O |

Compound activity deposited in PubChem BioAssay by NMMLSC.
